Compound activity: PubChem BioAssay, National Center for Advancing Translational Sciences (NCATS)
DT40 TDP1 no CPT: qHTS for Inhibitors of human tyrosyl-DNA phosphodiesterase 1 (TDP1): qHTS in cells in absence of CPT; Potency, µM (doses to about 46.2 µM), without a hit: at the top dose activity change, negative = growth inhibition, most hits filed as inhibitors; DT40 Tdp1-/- hTDP1 cells, no CPT, ATP luminescence, 48 h; 420,000 compounds, 15% hits; also: nearly all actives have a fitted effect of over 55% in size
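A cellular qHTS used chicken DT40 cells lacking endogenous Tdp1 but carrying stably transfected human TDP1. Compounds were applied without camptothecin, and cell growth kinetics were judged by ATP-dependent luminescence after ≥48 hr.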
TDP1 cell CPT: growth inhibition of DT40 Tdp1-/-;hTDP1 cells with camptothecin (screen for TDP1 inhibitors); chicken DT40 Tdp1-/-;hTDP1 cells + 20 nM CPT, ATP luminescence, 48 h; Potency, µM (titrated, usually from 46.2 µM), for the others: at the highest dose activity change, negative = growth inhibition, hits mostly inhibitors; 420,000 compounds, 12% hits; AID 686979; also: nearly all actives have a fitted effect of over 55% in size
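Chicken DT40 Tdp1-/- cells complemented with human TDP1, 400 cells/well, exposed to compounds plus 20 nM camptothecin for at least 48 h at 37 C; viability read as ATP content by CellTiter-Glo luminescence.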
TDP1 block: blocks human tyrosyl-DNA phosphodiesterase 1; Q9NUW8; recombinant TDP1, AlphaScreen DNA substrate cleavage; Potency, µM (doses to about 130 µM), for inactives: top-dose activity change, negative = inhibition, most hits filed as inhibitors; 350,000 compounds, 0.28% hits; AID 485290; also: nearly all actives have a fitted effect of over 40% in size
Target sequence (Q9NUW8 whole entry, looked up): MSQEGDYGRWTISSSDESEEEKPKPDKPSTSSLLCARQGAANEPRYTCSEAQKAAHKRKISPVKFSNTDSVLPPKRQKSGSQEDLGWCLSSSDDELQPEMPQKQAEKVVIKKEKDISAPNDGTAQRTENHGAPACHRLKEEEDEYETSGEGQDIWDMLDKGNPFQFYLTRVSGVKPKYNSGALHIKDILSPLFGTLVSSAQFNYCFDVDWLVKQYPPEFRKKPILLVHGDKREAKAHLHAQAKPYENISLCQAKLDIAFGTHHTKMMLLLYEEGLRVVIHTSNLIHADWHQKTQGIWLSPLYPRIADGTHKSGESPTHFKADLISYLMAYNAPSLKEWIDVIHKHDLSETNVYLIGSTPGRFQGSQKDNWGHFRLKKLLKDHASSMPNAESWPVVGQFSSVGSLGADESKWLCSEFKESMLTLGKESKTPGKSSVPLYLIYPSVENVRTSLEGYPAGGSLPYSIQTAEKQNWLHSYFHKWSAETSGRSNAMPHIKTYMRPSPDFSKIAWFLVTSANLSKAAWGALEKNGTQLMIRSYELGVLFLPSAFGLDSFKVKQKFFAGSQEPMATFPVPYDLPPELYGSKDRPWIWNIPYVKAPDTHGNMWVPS
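Recombinant E. coli-expressed Tdp1 (1 nM) preincubated with compound 15 min at RT, then 5'-biotin/3'-phosphotyrosine-FITC DNA substrate (15 nM) added for 5 min. AlphaScreen beads (10 ug/ml) added, 10 min RT; tyrosine-FITC cleavage read as signal loss.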
The depositor's hits bear a star; ? = inconclusive; . = not tested or not shown; & = joins results of further samples; [ ] = dose if it differs, or a comment. Calls follow the shape of the dose curve; as a rule, active = well fitted curve in the direction sought with a large enough effect; inconclusive = small, poorly fitted or top-dose-only effect, or another doubt; inactive = no such curve, though single readings can be large; an effect the other way counts as inactive or inconclusive. % is scaled to controls: 0 for no effect and ±100 for the full control effect; potency is read from the fitted curve at half-maximal effect.

Order of values – DT40 TDP1 no CPT	TDP1 cell CPT	TDP1 block
COc1ccc(CNc2ncncc2-c2cccc(C#N)c2)c(OC)c1
 : ?	?	.
COC(=O)[C@]12CCCCC=C1N(Cc1ccc3c(c1)OCO3)C(=O)[C@H](CC(=O)NCc1ccc(C)o1)C2
 : ?	?	.
CS(=O)c1ccc(-n2c(=O)n(Cc3ccccc3)c(=O)c3[nH]cnc32)cc1 (centres undefined)
 : 4%	-2%	.
CC(OC(=O)C1=COCCO1)C(=O)Nc1cc(S(=O)(=O)N2CCCCC2)ccc1Cl (centres undefined)
 : ?	?	6%
Cc1cc(C(=O)COC(=O)Cc2n[nH]c(=O)c3ccccc23)c(C)n1-c1ccc2c(c1)OCO2
 : 21µM*	18µM*	5%
COc1ccc(C(=O)NCC(=O)NCc2cc(=O)n(C)c(=O)n2C)cc1
 : 4%	-9%	0%
CCC1CCCCN1c1ccc([N+](=O)[O-])cc1/C=N/NC(=O)Cn1c2ccccc2c(=O)c2ccccc21 (centres undefined)
 : -15%	-8%	5%
CC(C)NC(=O)CSc1ccccc1C(=O)NNC(=O)Cn1ccc(C(F)(F)F)n1
 : ?	-22%	6%[0.505 µM]
COC(=O)C(CCSC)NC(=O)c1cc2c(n(-c3ccc(C)cc3)c1=O)CCCC2=O (centres undefined)
 : -16%	-11%	0%
Clc1ccc(CN2C3=NCCCN3c3ccccc32)cc1Cl
 : 15µM*	-120%	0%

(more compounds)
Order of values – DT40 TDP1 no CPT	TDP1 cell CPT	TDP1 block
COc1cccc(C(=O)NCCN2CCN(c3ccc(Cl)cc3)CC2)c1
 : ?	?	11%[56.1 µM]
CCOC(=O)c1cc(-c2ccccc2C)nn1Cc1cc(C)no1
 : -13%	-24%	.
O=C(CCCn1c(=O)[nH]c2ccsc2c1=O)N1CCCCC1
 : -7%	-6%	-4%
CCCCCCCCCCC/C=C\C(C)(C)/C=C\CCCC(=O)O
 : -25%[4.12 µM]	-1%[4.12 µM]	9%[56.1 µM]
CCOc1ccccc1CN1CCN(Cc2ccc3cccc(OC)c3n2)CC1CCO (centres undefined)
 : ?	?	6%
COc1ccc(OC)c(NC(=O)Nc2cccnc2)c1
 : 3%	0%	1%
S=c1[nH]nc(C2CCCCC2)n1/N=C/c1ccccc1Br
 : -19%	7%	.
CCCCn1nnnc1NCc1cccc(OC)c1OC
 : -13%	-9%	4%
CCOC(=O)c1ccc2c(c1)[n+](CC)c(C)n2-c1ccccc1
 : -19%	-6%	5%
Cc1ccccc1Nc1c(F)c(F)c(F)c(F)c1C(=O)O
 : -6%	-7%	1%

Other structures follow:
Order of values – DT40 TDP1 no CPT	TDP1 cell CPT	TDP1 block
COc1ccc(-n2nc([N+](=O)[O-])c(=NCCc3ccc(OC)c(OC)c3)n2O)cc1
 : 21µM*	15µM*	6%
CC(C)C[C@@H](CNCC(=O)[C@H](C)NC(=O)c1[nH]cnc1C(=O)N[C@@H](C)CN)NC(=O)c1nc[nH]c1C(=O)N[C@@H](CO)C(=O)O
 : 18%	3%	.
S=c1[nH]nc(CCc2ccc(Cl)cc2)o1
 : -22%	-24%	5%
CN1CCN(C(=O)/C=C/c2ccc(C#N)cc2)CC1
 : -11%	12%	.
O=C(CCn1c(=O)oc2ccc(Cl)cc21)NCCCN1CCOCC1
 : 25%	2%	4%
CC(C)[C@H](NC(=O)c1ccc(F)cc1)C(=O)N(C)Cc1cccs1
 : 1%	-22%	0%
Cc1cc(C(=O)COC(=O)c2cccc(NS(C)(=O)=O)c2)c(C)n1CC1CCCO1 (centres undefined)
 : -24%	-24%	4%
COc1ccc(Cl)cc1NC(=O)Nc1cnccn1
 : -8%	13%	4%[56.1 µM]
Cc1ccc(NC(=S)N(CCCN2CCCC2)Cc2cccn2Cc2ccc(Cl)cc2)cc1C
 : 21µM*	?	8%
O=C(Nc1ccc(F)c(Cl)c1)N1CCC(CN2CCOCC2)CC1
 : -26%	-13%	5%

Carrying on:
Order of values – DT40 TDP1 no CPT	TDP1 cell CPT	TDP1 block
COc1ccc2oc(=O)c(C(=O)N3CCN(C(=O)c4ccco4)CC3)cc2c1
 : -29%	-12%	0%
Cc1cc(CN(C)C(=O)CC2C(=O)NCCN2CC(c2ccccc2)c2ccccc2)on1 (centres undefined)
 : 0%	3%	3%
O=C(NCc1cccc(C(F)(F)F)c1)c1ccc[nH]1
 : 3%	-4%	.
CC(C)COC(=O)N1CCCCC1c1cc(C(=O)Nc2ccc3c(c2)OCO3)no1 (centres undefined)
 : -51%	-58%	.
CC(=O)c1c(NC(=O)C(C)C)nc(C)nc1-c1ccccc1
 : -5%	0%	1%
CC(C)(C)NC(=O)CSc1nc2ccc(NC(=O)CSc3nnnn3Cc3ccccc3)cc2s1
 : 10µM*	8.2µM*	-2%
CCOc1cc(C)c(C(C)C)cc1S(=O)(=O)N1CCN(C)CC1
 : -5%	-2%	9%
CC1(C)Cc2ccccc2-c2nnc(SCC(=O)N3CCN(c4ccccc4)CC3)n21
 : ?	?	-5%
COC(=O)CNC(=S)NC(=O)c1ccc(C(C)(C)C)cc1
 : -27%	-23%	-3%
C=CCn1c(N)c(C(=O)NCC2CCCO2)sc1=S (centres undefined)
 : -22%	-20%	0%

(continued)
Order of values – DT40 TDP1 no CPT	TDP1 cell CPT	TDP1 block
CC(=O)N1CCCc2cc(S(=O)(=O)N3CCCC(C(=O)NCc4ccc(Cl)cc4)C3)ccc21 (centres undefined)
 : ?	18µM*	2%&3%
CC(C)(O)c1cc2ccccc2c(=O)o1
 : 2%	-23%	1%
O=C1CC(N2CCN(Cc3ccccc3)CC2)C(=O)N1c1ccc2c(c1)OCCO2 (centres undefined)
 : 2%	-13%	0%
CC(=O)c1sc(Nc2nc3ccc(F)cc3s2)nc1C
 : ?	?	9%
N#Cc1ccc(-c2cn(-c3ccccc3)c3[n+]2CCCS3)cc1
 : -23%	5%	-3%
O=C(CSc1nc2ccccc2c(=O)[nH]1)Nc1ccc(Br)cc1
 : 12%	-2%	5%
COc1ccc(CNC(=O)c2ccc(CS(=O)Cc3ccccc3Cl)o2)cc1 (centres undefined)
 : 18µM*	?	8%
O=C(NCC(c1ccco1)N1CCN(c2ccccc2)CC1)C1CCCCC1 (centres undefined)
 : 23µM*	?	.
COc1ccc(-c2c3c(=O)n(C)c(=O)n(C)c3cn2NC(C)=O)cc1
 : 2%	-1%	7%
O=C(Nc1ccccc1F)C(Cc1ccccc1)N1Cc2ccccc2C1=O (centres undefined)
 : -16%	-5%	-1%

(continued)
Order of values – DT40 TDP1 no CPT	TDP1 cell CPT	TDP1 block
CNc1cc(=O)n(C)c(=O)n1-c1ccccc1
 : -6%	3%	.
COc1ccc(N2CCN(c3ncnc4nc[nH]c34)CC2)cc1
 : ?	?	-3%
OCCN1CCN(C(=S)Nc2ccccc2)CC1
 : -16%	-8%	0%
Cn1c(=O)[nH]c(=O)c2c1nc(N1CCCCC1)n2CCSc1ncccn1
 : -14%	-16%	.
CCOc1ccccc1CNC(=O)c1cc2n(n1)CCCN(Cc1ccc(C)cc1)C2=O
 : 15µM*	16µM*	9%
CCN1CCC(N(Cc2cccc(OC)c2)C(=O)Nc2cccc(C(F)(F)F)c2)CC1
 : 21µM*	?	7%
O=C(CN(Cc1ccco1)C(=O)CNS(=O)(=O)c1ccccc1)NC1CCCCC1
 : -10%	-19%	0%
CC1CCCN(CCCN2C(=O)C3C(C(=O)Nc4cccc(Cl)c4)C4C=CC3(O4)C2C(=O)NC2CCCCC2)C1 (centres undefined)
 : -29%	1%	6%
COc1ccc(CNC(=O)[C@H](C)NC(=O)[C@@H]2Cc3ccccc3CN2)cc1
 : 11%	-15%	2%
Cc1nnc(N2CCCC(C(=O)NCCN(C)C)C2)c2nn(-c3ccccc3)c(C)c12 (centres undefined)
 : -18%	-16%	6%

Next results
Order of values – DT40 TDP1 no CPT	TDP1 cell CPT	TDP1 block
CN(C)c1c(N)[nH]c2c(c1=O)c(=O)n(C)c(=O)n2C
 : -1%	19%	3%
Cn1c(SCC(=O)NCc2ccc3c(c2)OCO3)nnc1C1COc2ccccc2O1 (centres undefined)
 : 2%	-26%	12%
COc1ccc(C(=O)NC(CC(=O)O)c2cc([N+](=O)[O-])ccc2Cl)c(SC)c1 (centres undefined)
 : -12%	13%	-6%
CN(C(=O)COC(=O)c1ccccc1SCC(=O)NC1CCCCCCC1)C1CCS(=O)(=O)C1 (centres undefined)
 : ?	-20%	-2%
O=C(Cn1cc2c(n1)CCCCC2)NC1CCCCCC1
 : -10%	?	5%
Cc1nc(C)n(C(C)CNS(=O)(=O)c2ccc(Cl)cc2)n1 (centres undefined)
 : 2%	8%	9%
CNc1nc(SCc2ccccc2)nc(N2CCOCC2)n1
 : -12%	-24%	3%
COc1cc(-c2nc(S(=O)(=O)c3ccc(C)cc3)c(N3CCOCC3)o2)cc(OC)c1OC
 : 9.2µM*	12µM*	12%
COCCCn1c(SCC(=O)N2CCc3ccccc32)nnc1-c1ccco1
 : ?	-19%	5%
COc1ccc(NC(=O)CCNS(=O)(=O)c2ccccc2F)cc1S(N)(=O)=O
 : 3%	-5%	6%[0.0935 µM]

Among those listed so far, these have a nitro group on carbon.
Order of values – DT40 TDP1 no CPT	TDP1 cell CPT	TDP1 block
CCC1CCCCN1c1ccc([N+](=O)[O-])cc1/C=N/NC(=O)Cn1c2ccccc2c(=O)c2ccccc21 (centres undefined)
 : -15%	-8%	5%
COc1ccc(-n2nc([N+](=O)[O-])c(=NCCc3ccc(OC)c(OC)c3)n2O)cc1
 : 21µM*	15µM*	6%
COc1ccc(C(=O)NC(CC(=O)O)c2cc([N+](=O)[O-])ccc2Cl)c(SC)c1 (centres undefined)
 : -12%	13%	-6%

(list continues)
Order of values – DT40 TDP1 no CPT	TDP1 cell CPT	TDP1 block
CCOC(=O)c1cn[nH]c1NC(=S)Nc1ccc(OC)cc1
 : ?	?	4%
CCn1c(CNc2ccc(F)cc2)nnc1SCCN1CCCCC1
 : -16%	5%	2%
CCOC(=O)CNC(=O)CSc1cc(C)nc2ccc(OC)cc12
 : -22%	20%	0%
CCOc1nc(Nc2ccc(F)cc2)nc(N2CCN(c3ccc(OC)cc3)CC2)n1
 : 15µM*	?	5%
Cc1ccc(NC(=O)c2cc(-c3cccs3)on2)cc1
 : ?	?	1%
CCOc1ccc(CCNC(=O)CS(=O)(=O)Cc2nc(-c3ccc(OC)cc3)oc2C)cc1
 : ?	-9%&-11%	1%&3%
CCOc1ccc(CCNC(=O)CSc2nc3ccccc3nc2Cc2ccc(C)cc2)cc1OCC
 : -21%	-29%	0%
COCCCNC(=O)c1ccc2c(c1)nc1n2CCCCC1
 : -5%	-5%	0%
COc1ccccc1-c1cc2c(c3c1ccn3C)C1CCC2O1 (centres undefined)
 : ?	-18%	.
O=c1cc(-c2ccccc2O)oc2c(O)c(O)ccc12
 : 30µM*	24µM*	.

Later entries
Order of values – DT40 TDP1 no CPT	TDP1 cell CPT	TDP1 block
Cn1c(=O)c2c(ncn2CCOC(=O)C(C)(C)Oc2ccc(Cl)cc2)n(C)c1=O
 : ?	-19%&-28%	1%
COc1ccc(Nc2c(-c3ccc(C)o3)nc3cc(C)ccn23)cc1
 : 12µM*	15µM*	7%
O=C(C1CCN(S(=O)(=O)c2cc(Cl)ccc2Cl)CC1)N1CCOCC1
 : -4%	-11%	4%
COc1ccc(C)cc1S(=O)(=O)N1CCCC(C(=O)N2CCN(c3ccccc3F)CC2)C1 (centres undefined)
 : 23µM*	?	7%
Cc1ccc(NC(=O)c2ccc(OC(=O)c3cc4ccccc4o3)cc2)cc1
 : -5%	-15%	-1%
O=C(C1=C[C@@H](C2CCCCC2)C[C@@H](OCc2ccc(CO)cc2)O1)N1CCN(Cc2ccc3c(c2)OCO3)CC1
 : 16µM*	?	6%
CC(C)CN(C(=O)CN(C)S(=O)(=O)c1ccc(Cl)cc1)C1CCS(=O)(=O)C1 (centres undefined)
 : 1%	-6%	2%
O=C(OC1CCOC1=O)c1cccc(S(=O)(=O)Nc2cccc(Cl)c2)c1 (centres undefined)
 : -2%	3%	5%
O=C(CSCc1ccco1)N1CCc2ccccc21
 : -20%	?	12%
CC12CCC(=O)C=C1C(F)CC1C2C(O)CC2(C)C1CCC2(O)C(=O)CO (centres undefined)
 : -28%	3%	.
O=C(NCc1ccc(F)cc1)c1ccc2c(Cl)c3c(nc2c1)CCCC3
 : 16µM*	?	6%
O=C(c1cccc(F)c1F)N1CCOc2ccc(CN3CCC(Oc4cccnc4)CC3)cc2C1
 : ?	-14%[9.04 µM]	.
CCn1nnnc1SCC(=O)NCc1cccs1
 : -14%	3%	4%

An unsorted share of the library; any-hit rate near 18%.
